Abeta yeast res: compounds reversing amyloid beta toxicity in yeast. 410,000 tested, 0.063% active. yeast expressing A-beta42, growth rescue, OD600, 48 h; response scale: 0% DMSO, 100% iron-clioquinol control. Potency, µM (series often up to 46.1 µM), inactives show at the top dose growth rescue, actives largely listed as activators; note: potency is the fitted concentration of half-maximal effect; nearly all actives have a fitted effect of over 55% in size
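Yeast A-beta toxicity model in growth medium with pinned compounds, 48 h at 30 C; growth read as absorbance at 600 nm. Normalized to FeCl3/clioquinol equimolar mix (positive) and DMSO (negative).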
aSyn yeast inh: rescues yeast growth from alpha-synuclein toxicity; Yeast expressing alpha-synuclein, growth rescue, BacTiter-Glo, 24 h; Potency, µM (doses to about 46.1 µM), without a hit: top-dose growth rescue (activation), usual class: activators; 370,000 tested, 0.14% active; note: potency is the fitted concentration of half-maximal effect; % of control where 0% means no effect; nearly all actives have a fitted effect of over 65% in size
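Galactose-induced alpha-syn yeast (OD600=0.02, raffinose-pregrown) + pinned cpd, 24 hr, 30 deg C; growth by BacTiter-Glo luminescence. Growth restoration scores as activation.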
FUS suppressor: FUS proteinopathy suppression in yeast; S. cerevisiae FUS-expressing, growth rescue, OD600, 24 h; Potency, µM (top dose mostly 76.6 µM), for inactives: at the top dose growth rescue (activation), most hits filed as activators; 390,000 tested, 0.24% active; AID 1347120;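 note: potency is the fitted concentration of half-maximal effect; plate controls were DMSO vehicle for no effect and reference control for full effect; nearly all actives have a fitted effect of over 55% in size; some results filed as inactive show a strong effect at the top dose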
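Yeast expressing FUS under galactose induction, OD 0.005 in 2% galactose medium; compounds in a dilution series, 24 h at 30C. Growth rescue by absorbance at 600 nm; CP55940 positive control, DMSO negative.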
PI5P4Ka inh: PI5P4K alpha (human) kinase inhibition | 330,000 tested, 1.2% active | PI5P4Kalpha enzyme, ADP-Glo luminescence, 60 min; hits give low values | AID 652105 | max response, % | P48426; active = max response of -50% or lower; inconclusive = between -30% and -50%; inactive = -30% or higher; note: value at the top dose of about 77 µM; % is set by controls: 0 for no effect and ±100 for the full control effect
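Luminescence from ADP-Glo served as readout of PI5P4Kalpha activity in a qHTS format. Reaction: enzyme, substrate, compound, ATP at 5 microM final, 60 min at RT.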
EPAC1 antag: EPAC1 (human) antagonism | EPAC1 GEF assay, Rap1b-BODIPY-GDP exchange fluorescence | Potency, µM (top dose mostly 115 µM), for the others: at the highest dose activity change, negative = inhibition, actives largely listed as inhibitors | 360,000 tested, 0.14% active;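 note: potency is the fitted concentration of half-maximal effect; plate controls were vehicle for no effect and positive control for full effect; nearly all actives have a fitted effect of over 50% in size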
Target sequence (O95398 whole entry, looked up): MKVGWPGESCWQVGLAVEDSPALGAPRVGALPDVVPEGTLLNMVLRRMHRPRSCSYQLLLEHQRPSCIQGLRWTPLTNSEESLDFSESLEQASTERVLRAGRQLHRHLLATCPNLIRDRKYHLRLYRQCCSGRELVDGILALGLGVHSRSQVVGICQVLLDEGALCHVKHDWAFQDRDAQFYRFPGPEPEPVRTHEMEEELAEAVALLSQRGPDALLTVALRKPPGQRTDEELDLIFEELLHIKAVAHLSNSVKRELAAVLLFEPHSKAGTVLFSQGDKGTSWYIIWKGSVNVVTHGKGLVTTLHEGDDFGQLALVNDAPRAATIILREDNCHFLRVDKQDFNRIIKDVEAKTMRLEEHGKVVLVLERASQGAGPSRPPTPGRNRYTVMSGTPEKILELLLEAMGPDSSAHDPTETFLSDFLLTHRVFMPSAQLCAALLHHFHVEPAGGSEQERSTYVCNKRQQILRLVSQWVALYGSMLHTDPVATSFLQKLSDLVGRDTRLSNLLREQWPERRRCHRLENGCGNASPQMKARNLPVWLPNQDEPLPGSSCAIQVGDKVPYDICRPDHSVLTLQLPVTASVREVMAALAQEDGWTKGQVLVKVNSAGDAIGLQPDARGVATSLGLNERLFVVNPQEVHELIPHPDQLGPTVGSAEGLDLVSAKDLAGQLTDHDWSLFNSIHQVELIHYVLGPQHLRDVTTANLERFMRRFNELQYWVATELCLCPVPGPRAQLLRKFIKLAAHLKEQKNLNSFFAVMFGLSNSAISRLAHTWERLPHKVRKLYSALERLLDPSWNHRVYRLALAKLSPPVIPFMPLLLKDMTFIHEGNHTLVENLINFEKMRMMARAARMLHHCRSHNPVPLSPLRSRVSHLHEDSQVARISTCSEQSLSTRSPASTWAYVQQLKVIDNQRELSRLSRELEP
EPAC1 agonist: activates human EPAC1 exchange factor. EPAC1 agonist qHTS, biochemical assay; response scale: 100% = response to 6.5 mM cAMP. Potency, µM (doses to about 154 µM), inactives show at the top dose activation, most hits filed as activators. O95398. AID 720707. 360,000 tested, 0.073% active; note: potency is the fitted concentration of half-maximal effect; nearly all actives have a fitted effect of over 60% in size
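Fluorescent GDP-exchange assay: 100 nM EPAC1 with 250 nM Rap1B preloaded with BODIPY-GDP and 50 uM GDP; compounds tested as concentration series, 5 min at room temperature, then read every 5 min for 30 min (ex 480/em 540 nm); normalized to 6.5 mM cAMP.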
PLK1 PBD inh: PLK1 (human) polo-box domain binding inhibition; P53350; Plk1 PBD binding of FITC phosphopeptide, fluorescence polarization; Potency, µM, for inactives: max response, negative = inhibition, usual class: inhibitors; 360,000 tested, 2.8% active; AID 720504; note: potency is the fitted concentration of half-maximal effect; series mostly up to about 57 µM; % is set by controls: 0 for no effect and ±100 for the full control effect; nearly all actives have a fitted effect of over 65% in size
WRN inhibitor: WRN helicase (human) inhibition; 360,000 tested, 0.46% active; WRN helicase unwinding, fluorescent forked duplex, kinetic; AID 651768; Potency, µM (series often up to 114 µM), for inactives: top-dose activity change, negative = inhibition, actives largely listed as inhibitors; note: potency is the fitted concentration of half-maximal effect; % is set by controls: 0 for no effect and ±100 for the full control effect; nearly all actives have a fitted effect of over 55% in size
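WRN at 20 nM final preincubated with compound 15 min at room temperature; reaction started with 100 nM fluorophore/quencher forked duplex oligonucleotide and 2 mM ATP final. Unwinding followed kinetically by red fluorescence (ex 525, em 598 nm).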
IL2 activator: activators of IL-2. IL-2 activation reporter assay, cell-based qHTS; stimulated with anti-CD3/CD4/CD28 beads; in transgenic mouse T cells. activation, % (series mostly up to about 46 µM). 360,000 tested, 0.065% active. AID 652025; in the data active = activation above about 50%; inconclusive = mostly about 30% to 49%; note: 0% is about no effect
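Quantitative HTS in unstimulated transgenic mouse T cells, with memory T cells as non-tolerant control and PMA/ionomycin as tolerance-bypass control. Compound pretreatment lasted 60 minutes before 18 h bead stimulation; EGFP/DsRed fluorescence read.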
* = called active by the depositor; u = inconclusive; x = no result given; [ ] = remark or other dose. Unless noted, calls come from the whole dose curve; as a rule, active = well fitted curve in the direction sought with a large enough effect; inconclusive = small, poorly fitted or top-dose-only effect, or another doubt; inactive = no such curve, though single readings can be large; an effect the other way counts as inactive or inconclusive.

mol | Abeta yeast res | aSyn yeast inh | FUS suppressor | PI5P4Ka inh | EPAC1 antag | EPAC1 agonist | PLK1 PBD inh | WRN inhibitor | IL2 activator
Cc1ccc(Nc2cc(C)nc(NCc3ccccc3)n2)cc1 | -24% | -2% | 23% | -6 | -3% | 5% | 3% | -15% | -6.4
O=[N+]([O-])c1ccc(OCCN2CCNCC2)cc1 | 1% | 1% | -28% | -1 | -19% | -5% | 2% | 11% | -2.2
COc1ccc(CNC(=O)C/C(C)=N/NC(=O)COc2ccccc2)cc1 | 0% | 3% | 17% | 1 | -8% | 12% | -18% | 1% | 1.7
O=C(CNc1cccc(S(=O)(=O)N2CCCCC2)c1)Nc1ccccc1F | 2% | 0% | 17% | 5 | 2% | -7% | -7% | 2% | -1.6
CCN1CCCC1CNC(=O)c1cc2c(OC)cccc2[nH]1 (stereo not drawn) | 0% | -3% | 10% | 1 | -23% | 9% | 0% | -1% | -0.8
OCC1C2c3ccccc3C(c3ccccc32)C1CO (stereo not drawn) | -13% | -6% | 2% | 0 | 7% | 4% | -13% | 7% | -1.8
Cn1cccc1C(=O)NC(=O)COC(=O)CCNS(=O)(=O)c1ccc(Cl)cc1 | 6% | 4%[1.84 µM] | 23% | 6 | 3% | -3% | -12% | -3% | 1.0
CCN(CC)c1ccc(/C=N\NC(N)=O)cc1 | -15% | -3% | x | 6 | 0% | -3% | -11% | 12% | -4.4
Cc1ccc(OCCC(=O)OC(C)C(=O)Nc2ccc(Cl)cn2)cc1 (stereo not drawn) | 4% | -3% | u | 12 | -14% | -3% | -8% | -8% | -5.7
CCC(Sc1nc(C)cc(=O)[nH]1)C(=O)Nc1nnc(C)s1 (stereo not drawn) | 4% | -1% | -1% | 1 | 0% | 0% | -5% | -11% | 0.7
CCOC(=O)C1CCN(C(=O)C2CCCN(S(=O)(=O)c3ccc(OCC)c(Cl)c3)C2)CC1 (stereo not drawn) | -70%[inhibitor] | 17% | u | 8 | -11% | 4% | -2% | -11% | -0.2
COc1cccc(-n2nnc(S(=O)(=O)c3ccc(C)cc3)c2N)c1 | 2% | 11% | 9% | -6 | -12% | -10% | -13% | -11% | -0.4
CC(=O)N1c2ccc(S(=O)(=O)N3CCCC(C(=O)NCc4ccc(Cl)cc4)C3)cc2CC1C (stereo not drawn) | 3% | u | 1% | -1 | 13% | 2% | -1% | 2% | -1.8
Cc1ccccc1CN(c1ccc(C(=O)Nc2cccnc2)cc1)S(C)(=O)=O | -5% | x | -13% | 0 | 4% | -9% | -4% | 9% | -1.4
C/C(=N/N=C/c1ccccc1O)c1ccccc1O | -2% | 0% | -5% | 13 | 3% | 2% | 2% | -16% | 2.9
N#Cc1c(/N=C\c2ccc(O)c([N+](=O)[O-])c2)sc2c1CCCC2 | -7% | -10% | 40% | -20 | 1% | -4% | -26% | -1% | 1.5
CC(=O)NCC(=O)NC(C(=O)Nc1ccc2c(c1)OCCO2)c1ccccc1 (stereo not drawn) | 10% | 0% | 5% | 2 | 10% | -8% | -3% | 6% | -0.9
CCCc1ccc(OCc2ccccc2)c2c(=O)cc(C(=O)OCC)oc12 | -2% | -6% | -5% | 2 | -5% | 9% | -13% | 7% | 4.4
Cc1ccc(C(=O)O)cc1Nc1ncnc2sc3c(c12)CCC3 | 6% | 3% | 1% | -5 | -3% | -4% | -5% | -8% | -1.1
Cc1cc(NC(=O)CSCC(=O)Nc2cc(C(F)(F)F)ccc2N2CCOCC2)no1 | 1% | -1% | -23% | -2 | u | 4% | -9% | 13% | -0.5

Rewritten as labelled records: part of the list above
CCN(CC)c1ccc(/C=N\NC(N)=O)cc1
  Abeta yeast res = -15%	aSyn yeast inh = -3%	FUS suppressor = x	PI5P4Ka inh = 6	EPAC1 antag = 0%	EPAC1 agonist = -3%	PLK1 PBD inh = -11%	WRN inhibitor = 12%	IL2 activator = -4.4

Cc1ccc(OCCC(=O)OC(C)C(=O)Nc2ccc(Cl)cn2)cc1 (stereo not drawn)
  Abeta yeast res = 4%	aSyn yeast inh = -3%	FUS suppressor = u	PI5P4Ka inh = 12	EPAC1 antag = -14%	EPAC1 agonist = -3%	PLK1 PBD inh = -8%	WRN inhibitor = -8%	IL2 activator = -5.7

CCC(Sc1nc(C)cc(=O)[nH]1)C(=O)Nc1nnc(C)s1 (stereo not drawn)
  Abeta yeast res = 4%	aSyn yeast inh = -1%	FUS suppressor = -1%	PI5P4Ka inh = 1	EPAC1 antag = 0%	EPAC1 agonist = 0%	PLK1 PBD inh = -5%	WRN inhibitor = -11%	IL2 activator = 0.7

Carrying on:
mol | Abeta yeast res | aSyn yeast inh | FUS suppressor | PI5P4Ka inh | EPAC1 antag | EPAC1 agonist | PLK1 PBD inh | WRN inhibitor | IL2 activator
CCN(CC(=O)Nc1c(F)cccc1F)C(=O)C1CCN(C(=O)Nc2ccccc2)CC1 | 15% | 1% | x | -4 | 11% | 3% | 5% | -1% | -1.9
CCc1cccc(C)c1NC(=O)CSc1nc2ccc(N3C(=O)c4ccccc4C3=O)cc2s1 | -13% | 2% | x | -8 | -5% | -8% | -5% | -18% | -2.3
Cc1cccc(Oc2coc3cc(OC(=O)c4cc5ccccc5oc4=O)ccc3c2=O)c1 | -5% | 1% | 1% | -1 | 4% | -2% | -2% | 1% | -2.6
O=C(Cc1ccc(NS(=O)(=O)c2cccc(C(F)(F)F)c2)cc1)NCCN1CCOCC1 | -4% | 0% | 9% | -2 | 1% | -4% | -2% | -4% | -3.4
CCN(C(=O)COC(=O)CNS(=O)(=O)c1ccccc1)c1ccccc1 | -3% | 0% | 11% | -5 | -19% | 0% | -4% | 2% | 0.8
Cc1ccc(-c2ccc(SCC(=O)N3CCN(c4ccccc4)CC3)nn2)cc1 | -3% | -6% | -15% | -3 | 24% | -4% | 7% | -18%[57.1 µM] | 1.1
CCOC(OCC)c1ccc(/C=C\c2nccc(N)n2)cc1 | -10% | -1% | -30% | 0 | -7% | 5% | -3% | 5% | 0.5
CC(=O)c1cccc(Nc2ccc(C#N)cc2)c1 | -8% | -1% | -29% | 0 | 12% | -7% | 2% | 5% | -0.6
Cc1ccc(S(=O)(=O)c2nc(-c3ccc(F)cc3)oc2SCC(N)=O)cc1 | 10% | 2% | 11% | 6 | -21% | -1% | -8% | -4% | -1.6
c1ccc(COc2ccc(Oc3nc(N4CCCCC4)nc(N4CCOCC4)n3)nn2)cc1 | -19% | 13% | 41% | x | -11% | 25% | -7% | -13% | -1.7
CCCOc1ccc(C(=O)Nc2ccc(N3CCN(C(=O)c4ccco4)CC3)cc2)cc1 | -11% | 2% | 19% | 7 | 1% | -21% | 5% | -1% | -0.7
CSc1ccc(/C=C(/NC(=O)c2ccccc2)C(=O)NCCN2CCOCC2)cc1 | -10% | -5% | x | -1 | -2% | 1% | 2% | -22% | -1.8
COc1ccc(N2CCN(C(=O)c3ccc(-n4nc(C)cc4C)cc3)CC2)cc1 | -2% | 6% | 30% | x | u | 0% | -1% | 2% | 4.3
CCOc1ccc(C2=Nn3c(CC)nnc3SC2)cc1 | 9% | 2% | 0% | 1 | -17% | -3% | 0% | -2% | 0.7
O=C(CCCCCN1C(=O)CCC1=O)Nc1ccc(Br)cc1F | -30%[inhibitor] | 0% | -6% | -8 | 2% | 1% | -28% | 0% | -0.4
O=C(NC1CCCCCCC1)c1cccc(S(=O)(=O)N2CCOCC2)c1 | 2% | -1% | -13% | 0 | 1% | -4% | -1% | 12% | -3.4
COc1ccc(N=Cc2c(O)cc(C)oc2=O)cc1 | -12% | 0% | 2% | 7 | -16% | -1% | -9% | -4% | 0.1
COC(=O)c1ccc(NC(=O)CSC2=Nc3ccccc3C3CC=NN23)cc1 (stereo not drawn) | -7% | -10% | x | 0 | -25% | 9% | -21% | -5% | 0.3
Cc1ccc(N2C(N)=C(C#N)C(c3ccsc3)C3=C2CC(C)(C)CC3=O)cc1 (stereo not drawn) | -16% | 14% | u | -2 | 19% | 9% | -23% | -30% | -0.1
O=C(O)CCCNS(=O)(=O)c1ccc(F)cc1 | -11% | 9% | 5% | -2 | -12% | 2% | -1% | -1% | -1.1

Next section:
Every second line gives: Abeta yeast res, aSyn yeast inh, FUS suppressor, PI5P4Ka inh, EPAC1 antag, EPAC1 agonist, PLK1 PBD inh, WRN inhibitor, IL2 activator
- Nc1nnc(/C=C/c2ccccc2)s1
    -9%, 1%, 3%, -5, 2%, 5%, -21%, 1%, 5.9
- COc1cccc(Nc2cc(C)c3ccccc3n2)c1
    -14%, -8%, 58%, 1, -29%, 17%, -5%, -6%, -4.2
- C=CCNC(=O)C1CC(=O)N(c2ccc(OCC(=O)Nc3ccc(CC)cc3)cc2)C1 (stereo not drawn)
    8%, 12%, 33%, 5, 9%, -6%, 1%, -4%, 9.7
- O=C1OCC/C1=C\c1ccc(O)cc1
    -1%, 1%, -33%, 2, 9%, 7%, -7%, 2%, -0.4
- O=[N+]([O-])c1ccc(NCc2ccc(Cl)cc2)nc1
    u, 6%, -2%, -1, -9%, -7%, -5%, -4%, -0.6
- O=c1oc(/C=C/c2ccccc2)nc2ccccc12
    -26%, -13%, -13%, 8, 5%, 5%, -4%, -17%, 0.9
- O=C(CC1(O)C(=O)Nc2cc(Cl)cc(Cl)c21)c1ccncc1 (stereo not drawn)
    4%, 7%, 17%, x, 7%, -1%, -1%, -1%, -2.6
- Cc1cc(C)c2nc(N(CCCN(C)C)C(=O)c3ccc(S(=O)(=O)N4CCCCCC4)cc3)sc2c1
    23%, -12%, u, 6, -17%, 6%, -5%, -20%, -1.1
- CCCCNC(=O)CSc1nc(Cc2ccccc2)nc2ccccc12
    0%, 0%, 1%, -10, -1%, -5%, -2%, 7%, 1.8
- CCCn1c(=O)c(F)cn(Cc2ccc(OC)c([N+](=O)[O-])c2)c1=O
    -4%, 4%, -7%, -2, 3%, 8%, -1%, -9%, -1.5

Source: PubChem BioAssay (National Center for Advancing Translational Sciences (NCATS))

Rows were taken by chance, and some 4.1% of all compounds hit somewhere here.
